# PLK1 PBD inh: PLK1 (human) polo-box domain binding inhibition; P53350; Plk1 PBD binding of FITC phosphopeptide, fluorescence polarization; Potency, µM, without a hit: max response, negative = inhibition, actives largely listed as inhibitors; actives 2.8% (n = 360,000); note: potency is the fitted concentration of half-maximal effect; series mostly up to about 57 µM; % is set by controls: 0 for no effect and ±100 for the full control effect; nearly all actives have a fitted effect of over 65% in size
# Target sequence (P53350 whole entry, looked up, the tested form may be a part): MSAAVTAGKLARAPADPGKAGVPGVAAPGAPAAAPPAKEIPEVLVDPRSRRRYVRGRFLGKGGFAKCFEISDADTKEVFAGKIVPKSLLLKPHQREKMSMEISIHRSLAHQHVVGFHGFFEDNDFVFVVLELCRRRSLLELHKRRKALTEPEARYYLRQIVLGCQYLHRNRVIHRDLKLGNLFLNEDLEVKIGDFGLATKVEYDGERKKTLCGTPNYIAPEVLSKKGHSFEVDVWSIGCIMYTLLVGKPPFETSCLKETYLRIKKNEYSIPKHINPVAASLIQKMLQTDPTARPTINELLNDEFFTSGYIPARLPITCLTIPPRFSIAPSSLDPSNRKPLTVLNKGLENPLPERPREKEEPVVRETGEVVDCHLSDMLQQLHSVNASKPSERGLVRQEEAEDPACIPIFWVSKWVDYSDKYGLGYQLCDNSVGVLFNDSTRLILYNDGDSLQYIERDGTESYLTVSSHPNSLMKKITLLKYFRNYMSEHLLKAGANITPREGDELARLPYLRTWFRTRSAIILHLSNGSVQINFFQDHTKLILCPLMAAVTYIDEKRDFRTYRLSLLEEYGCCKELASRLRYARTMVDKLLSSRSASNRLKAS
# PI5P4K alpha inh: inhibitors of human PI5P4K alpha; actives 1.2% (n = 330,000); max response, %; P48426; PI5P4Kalpha enzyme, ADP-Glo luminescence, 60 min; active compounds read low; active = max response of -50% or lower; inconclusive = between -30% and -50%; inactive = -30% or higher; note: value at the top dose of about 77 µM; % is set by controls: 0 for no effect and ±100 for the full control effect
#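 Quantitative HTS of the MLSMR library against PI5P4Kalpha with substrate. ATP added last at 5 microM final; room temperature, 60 minutes. Remaining ATP depleted, ADP converted and read as luminescence.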
# EPAC1 agonist: agonists of human EPAC1. Potency, µM (highest dose often 154 µM), inactives show top-dose activation, usual class: activators. O95398. EPAC1 agonist qHTS, biochemical assay; response scale: 100% = response to 6.5 mM cAMP. actives 0.073% (n = 360,000). AID 720707; note: potency is the fitted concentration of half-maximal effect; nearly all actives have a fitted effect of over 60% in size
#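 Nucleotide exchange by EPAC1 (100 nM) on Rap1B–BODIPY-GDP (250 nM) in the presence of 50 uM GDP is tracked fluorescently at 480/540 nm over 30 min. Signals are normalized to a 6.5 mM cAMP control.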
# PTHR1 agonist: PTHR1 (human) receptor agonism | actives 0.075% (n = 410,000) | AID 743266 | HEK293 GP2 PTHR1 cells, GloSensor cAMP luminescence, 1 h | Q03431 | Potency, µM (titrated, usually from 115 µM), inactives show top-dose activation, most hits filed as activators; note: potency is the fitted concentration of half-maximal effect; nearly all actives have a fitted effect of over 55% in size; some results filed as inactive show a strong effect at the top dose; inactives centre near -15; many of its hits are not listed in these tables
#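 HEK-293-derived GP2 cells expressing PTHR1 and a GloSensor cAMP reporter, 3,000/well, plated overnight, given luciferin plus IBMX (each 0.5 mM as added) for 1 h at 37 °C, then compound for 1 h at 37 °C. Luminescence was read after 15 min at room temperature.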
# GLP1R ag: GLP-1 receptor (human) agonism | P43220 | HEK293 GLP-1R CRE-luciferase, luminescence, 4-6 h; cells express a hypersensitive GLP-1R form | Potency, µM (series often up to 45.6 µM), for inactives: at the highest dose activation, most hits filed as activators | actives 0.007% (n = 380,000) | AID 624172; note: potency is the fitted concentration of half-maximal effect; % of control where 0% means no effect
# Target sequence (P43220 whole entry, looked up): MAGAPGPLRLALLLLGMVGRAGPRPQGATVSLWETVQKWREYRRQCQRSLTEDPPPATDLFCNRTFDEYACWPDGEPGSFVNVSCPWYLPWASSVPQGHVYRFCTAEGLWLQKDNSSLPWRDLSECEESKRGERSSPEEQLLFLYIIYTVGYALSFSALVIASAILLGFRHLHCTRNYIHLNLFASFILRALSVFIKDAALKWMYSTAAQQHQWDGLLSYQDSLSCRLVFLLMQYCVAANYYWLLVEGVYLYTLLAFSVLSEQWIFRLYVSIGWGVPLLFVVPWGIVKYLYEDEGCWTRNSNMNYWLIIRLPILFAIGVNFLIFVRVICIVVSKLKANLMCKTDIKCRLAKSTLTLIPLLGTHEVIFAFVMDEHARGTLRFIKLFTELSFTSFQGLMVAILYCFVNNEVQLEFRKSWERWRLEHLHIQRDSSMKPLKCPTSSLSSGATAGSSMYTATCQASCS
# IL2 activator: activators of IL-2 | IL-2 activation reporter assay, cell-based qHTS; stimulated with anti-CD3/CD4/CD28 beads; in transgenic mouse T cells | activation, % (series mostly up to about 46 µM) | actives 0.065% (n = 360,000) | AID 652025; in the data active = activation above about 50%; inconclusive = mostly about 30% to 49%; note: 0% is about no effect
#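 Readout is EGFP and DsRed signal by fluorescent plate cytometry after 18 h at 37 degrees C. Transgenic mouse T cells (750/well) received compound for 60 min before bead stimulation (anti-CD3, anti-CD4, anti-CD28); memory T cells served as non-tolerant control.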
# GLP1R inv ag: acts as inverse agonist at human GLP-1 receptor. P43220. HEK293 GLP-1R CRE-luciferase, luminescence, 24 h; GLP-1R form is constitutively active. Potency, µM (titrated, usually from 38.3 µM), for the others: top-dose activity change, negative = inhibition, usual class: inhibitors. actives 1.6% (n = 410,000). AID 624417; note: potency is the fitted concentration of half-maximal effect; % is set by controls: 0 for no effect and ±100 for the full control effect; nearly all actives have a fitted effect of over 55% in size
#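 Using stably transfected HEK293 (constitutively active GLP-1R, cAMP-luciferase reporter), compounds were incubated 24 hr and luciferase measured by luminescence.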
# EPAC1 antagonist: antagonists of human EPAC1; EPAC1 GEF assay, Rap1b-BODIPY-GDP exchange fluorescence; AID 720709; actives 0.14% (n = 360,000); O95398; Potency, µM (highest dose often 115 µM), inactives show at the highest dose activity change, negative = inhibition, most hits filed as inhibitors;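 note: potency is the fitted concentration of half-maximal effect; plate controls were vehicle for no effect and positive control for full effect; nearly all actives have a fitted effect of over 50% in size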
# GLP1R cytotox: cytotoxicity counter-screen for GLP-1 receptor inverse agonists; HEK293 cAMP-luciferase reporter cells, luminescence, 24 h; Potency, µM (titrated, usually from 38.3 µM), inactives show top-dose activity change, negative = inhibition, usual class: inhibitors; actives 0.13% (n = 410,000); AID 624418;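 note: loss of luciferase light is scored as toxicity; potency is the fitted concentration of half-maximal effect; % is set by controls: 0 for no effect and ±100 for the full control effect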
#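 Compound-treated cells are incubated 24 hr at 37 deg C under 5% CO2 after a 12 hour attachment period, then luciferase detection reagent is added and luminescence is measured following 12 min at room temperature; lowered signal indicates toxicity.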
# Active calls of the source: *; i = inactive; ? = inconclusive; . = not tested or not shown; & = joins results of further samples; [ ] = another dose, or the depositor's remark. Unless noted, calls come from the whole dose curve; as a rule, active = well fitted curve in the direction sought with a large enough effect; inconclusive = small, poorly fitted or top-dose-only effect, or another doubt; inactive = no such curve, though single readings can be large; an effect the other way counts as inactive or inconclusive.
SMILES,PLK1 PBD inh,PI5P4K alpha inh,EPAC1 agonist,PTHR1 agonist,GLP1R ag,IL2 activator,GLP1R inv ag,EPAC1 antagonist,GLP1R cytotox
Cc1ccc(S(=O)(=O)NCC(=O)NCC(=O)N(C)Cc2ccc3ccccc3c2)cc1C,-8%,2,8%,-73%[inhibitor],11%,-1.8,?,6%,8%
COc1ccc2cc(C3NC(=O)c4ccccc4N3)c(Cl)nc2c1 (stereo not drawn),-14%,4,11%,-17%,5%,-0.2,7%,12%,4%
COc1ccc(/C=C(/C#N)C(=O)Nc2ccc(C)cc2C)cc1C(=O)O,-10%,2,8%,?,-2%,0.0,1%,8%,-17%
O=C(Nc1c(-c2ccc(F)cc2)nc2ccccn12)c1cccc(F)c1,.,.,.,-9%,1%,.,?,.,-25%
COc1ccc(C(=O)COC(=O)CN2C(=O)c3ccccc3C2=O)c(OC)c1,-11%,-7,-3%,i,1%,0.4,-2%,2%,-4%
CC(C)NS(=O)(=O)c1ccc(CCC(=O)N2CCc3ccccc3C2)cc1,-2%,-3,4%,-21%,11%,-1.0,-30%,11%,0%
O=S(=O)(c1ccc(Cl)cc1)c1nc(-c2ccccc2F)oc1NCCN1CCOCC1,-9%,7,10%,i,23%,-0.3,?,-3%,15%
Cc1ccccc1Cc1c(C)nc2ncnn2c1C,2%,-4,-12%,i,1%,-0.5,5%,10%,-4%
CC(=O)NC1(c2ccc(F)cc2)CCN(C(=O)Nc2ccc(F)cc2F)CC1,2%,2,-8%,17%[57.5 µM],-5%,-0.2,4%,-2%,4%
CCCNc1nc2c(c(=O)n(C)c(=O)n2C)n1CCc1ccccc1,0%,.,4%,-32%[inhibitor],26%,-2.7,0%,-1%,5%
CCOc1ccc(S(=O)(=O)Nc2ccncc2)c(C)c1C,-20%,-8,-3%,i,0%,1.0,9%,11%,-4%
O=C(Nc1ccc(Oc2cccnc2)cc1)c1ccc([N+](=O)[O-])cc1,-7%,-1,-5%,-12%,4%,-5.7,-11%,17%,15%
COc1cc(NC(=O)C2=C(C)OCCS2)c(Cl)cc1C(=O)NCCCN1CCCC(C)C1 (stereo not drawn),-4%,0,-3%,-3%,-4%,-2.6,17%,4%,13%
O=S(=O)(NCC(Nc1ccccc1)c1ccccc1)c1ccc(Cl)cc1 (stereo not drawn),3%,0,21%,i,-7%,-0.8,?,0%,4%[1.53 µM]
Cc1nn(-c2ccccc2)c(C)c1[N+](=O)[O-],-7%,2,-2%,i,23%,-0.5,78%[activator],-11%,-1%
CCCCN(C(=O)c1ccco1)c1nnc(-c2cc(OC)c(OC)c(OC)c2)s1,-5%,1,-3%,-8%,-2%,1.1,13%,1%,-3%
O=C(c1cc2nc(C3CC3)cc(C(F)F)n2n1)N1CCOCC1,-11%,-63*,4%,i,6%,2.4,10%,-3%,-3%
O=C1/C(=C/N(C(=O)c2ccco2)c2ccc(Cl)cc2)Sc2ccccc21,?,-27,6%,-43%[inhibitor],-19%,0.3,?,14%,0%
O=C(NC(=S)NNC(=O)c1ccco1)c1ccccc1,-27%,-18,13%,-12%,-6%,-0.6,4%,12%,-15%
CCNc1sc(C(=O)OCC)c(N)c1C#N,-4%,0,4%,i,10%,-0.2,14%,0%,-9%
COc1ccc(C(C)(C)C)cc1NC(=O)c1c(C)noc1C,1%,.,-5%,i,8%,-2.1,-6%,-2%,-11%
CCc1ccc(OCC(=O)NC(=S)Nc2cccc(CO)c2)c(Br)c1,3%,.,19%,i,8%,0.5,-3%,-7%,-20%
COc1cccc(CN(C(=O)c2ccccc2Cl)C2CCS(=O)(=O)C2)c1 (stereo not drawn),-1%,-12,-4%,-8%,2%,-3.3,8%,11%,-11%
Cn1c(=O)c(NC(=O)c2ccccc2)c2n(c1=S)CCCCC2,-23%,0,5%,i,2%,0.2,-18%,4%,5%
CCn1c(=O)n(CC)c2cc(N3CCCC3)c(NC(=O)c3ccccc3C)cc21,-21%,-4,5%,-27%,16%,-1.5,7%,-1%,-6%
CN(C)c1ccc(C(=O)OCC(=O)NCCNC(=O)COC(=O)c2ccc(N(C)C)cc2)cc1,6%,-1,3%,-13%,5%,-1.7,8%,18%,-11%
CCn1c(C(Cc2ccccc2)NC(=O)COC)nc2ccccc21 (stereo not drawn),5%,5,-4%,-24%,-1%,1.1,15%,10%,12%
CC(C)(C)NS(=O)(=O)c1ccc(OCC(=O)NCC2CCCO2)cc1 (stereo not drawn),-4%,0,13%,i,2%,0.9,2%,-8%,13%
O=c1c(-n2cncn2)c[nH]n1-c1cccc(Cl)n1,-9%,-2,16%,-5%,3%,1.3,1%,-6%,-14%
CCN1CCN(c2ccc(S(=O)(=O)N3CCCCC3)cc2NC(=O)/C=C/c2ccc(F)cc2)CC1,-1%,-1,2%,2%,-4%,-0.1,?,5%,-27%
CC(C)(O)c1cc(=O)sc2nc3ccccc3n12,0%,.,0%,-22%,-10%,-1.9,-7%,7%,-5%
COc1cccc(CC(=O)NN2C(=O)NC3(CCCCC3)C2=O)c1,6%,4,-6%,9%,-5%,0.5,17%,16%,20%
CCOc1ccccc1NC(=O)COC(=O)C(Cc1ccccc1)NC(=O)c1ccco1 (stereo not drawn),-6%,24,2%,i,-4%,-1.0,-18%,-32%,-41%
CC(C)Cc1nc2sc3c(NCc4ccco4)ncnc3c2c2c1COC(C)(C)C2,-1%,2,-28%,-1%[57.5 µM],0%,-2.7,0%,-11%,3%
CN(C)S(=O)(=O)n1cc(/C=C(\NC(=O)c2ccccc2F)C(=O)N2CCOCC2)c2ccccc21,19µM*,-4,2%,0%,-7%,2.0,2%,1%,-1%
CSc1nnc(-c2cccc(C)c2)n1N,4%,-3,-4%,i,-17%,0.3,-1%,-6%,-14%
O=C(Nc1ccc(Cl)cc1Cl)c1ccc(Br)o1,-4%,5,-3%,-64%[inhibitor],0%,-0.4,2%,-11%,6%
Cc1ccc(NC(=O)C(C)OC(=O)Cn2cnc3ccccc3c2=O)cc1 (stereo not drawn),-12%,-18,4%,i,2%,-4.8,11%,9%,5%
Cc1cn([C@H]2C[C@H](O)[C@@H](CNC(=O)[C@H](N)Cc3cccnc3)O2)c(=O)[nH]c1=O,-1%,-4,2%,-23%,8%,-1.1,3%,-15%,1%
Cc1cccc(Nc2nnc(-c3ccc(C(=O)N4C[C@H]5C[C@H](C4)c4cccc(=O)n4C5)cc3)c3ccccc23)c1,1%&-5%,5,6%,1%,26%,-1.0,?,-11%,-9%

# Reprinted at random: two records from the list
SMILES,PLK1 PBD inh,PI5P4K alpha inh,EPAC1 agonist,PTHR1 agonist,GLP1R ag,IL2 activator,GLP1R inv ag,EPAC1 antagonist,GLP1R cytotox
CSc1nnc(-c2cccc(C)c2)n1N,4%,-3,-4%,i,-17%,0.3,-1%,-6%,-14%
Cc1ccccc1Cc1c(C)nc2ncnn2c1C,2%,-4,-12%,i,1%,-0.5,5%,10%,-4%

# (listing goes on)
SMILES,PLK1 PBD inh,PI5P4K alpha inh,EPAC1 agonist,PTHR1 agonist,GLP1R ag,IL2 activator,GLP1R inv ag,EPAC1 antagonist,GLP1R cytotox
O=C(/C=C/c1ccco1)N1CCN(c2ccccc2)CC1,-1%,-2,1%,-20%,-1%,1.6,8%,8%,8%
O=C(Nc1ccccn1)C1CCN(S(=O)(=O)c2ccc3c(c2)OCCO3)CC1,-15%,-8,3%,-14%,3%,2.3,-17%,-21%,-6%
Cc1cc(=O)oc2c(C)c(OCC(=O)N3CCN(c4ccc(F)cc4)CC3)ccc12,-2%,3,4%,-23%,2%,-2.5,?,-3%,2%
CCC1=[N+](C)c2cccc3cccc(c23)N1C,-5%,0,14%,-3%,8%,-0.4,-8%,-2%,2%
CCOC(=O)N1CCc2c(sc(NC(=O)CN3CCOCC3)c2C(=O)Nc2ccccc2)C1,-19%,-9,17%,i,5%,-2.0,-22%,-9%,-5%
COc1ccc(CNC(=O)CN(C2CCCCC2)S(C)(=O)=O)cc1,-11%,6,-4%,i,-3%,-0.8,-10%,4%,-18%
C/C(=N\NC(=O)c1cccc(Br)c1)c1ccccn1,7%,0,1%,i,-4%,-0.8,?,6%,?
COc1ccccc1N(C(=O)Cn1nnc2ccccc21)C(C(=O)NCc1ccco1)c1ccc(C)o1 (stereo not drawn),-10%,3,4%,-7%,-2%,-0.4,-18%,-6%,-5%
c1ccc(OCCOc2ccccc2-c2nnco2)cc1,-4%,5,-2%,i,16%,-0.5,13%,9%,-13%
O=C(NC1CCCCC1)C(c1ccc(F)cc1)N(Cc1ccc2c(c1)OCO2)C(=O)c1cnsn1 (stereo not drawn),-7%,-3,6%,-14%,4%,-0.4,-3%,-10%,3%
Cc1ccnc(NC(=O)c2ccc(NC(=O)CC3SC(N4CCCC4)=NC3=O)cc2)c1 (stereo not drawn),1%,-9,-45%,i,-4%,1.4,9%,-21%,10%
Cc1cc(CN2CCOCC2)c(O)c(C2(C)CCCCC2)c1,-1%,0,-3%,i,-16%,-3.3,-20%,-5%,4%
Cc1ccc(NC(=O)CSc2nnc(-c3cccs3)o2)cc1S(=O)(=O)N1CCCCC1,0%,-13,-3%,-12%,6%,3.5,11%,1%,4%
Cc1cccc(C)c1OCC(=O)NNC(=O)CCCn1c(=O)oc2ccccc21,1%,-3,10%,-17%,5%,2.7,-11%,-6%,7%
O=S(=O)(NCC1NCCc2ccccc21)c1ccccc1 (stereo not drawn),-9%,1,0%,-1%,9%,-0.2,16%,9%,2%
Cc1cc(C)nc(NS(=O)(=O)c2ccc(NC(=O)C3(c4ccc([N+](=O)[O-])cc4)CCCC3)cc2)n1,-9%,-9,4%,-21%,-10%,1.0,-15%,-1%,-15%
COc1cccc(CNC2CCCC2)c1,-3%,.,-7%,i,-11%,0.9,?,10%,-20%
COc1ccc(OCC(=O)Nc2nc3c(s2)CCCC3)cc1,-20%,-2,9%,-51%[inhibitor],17%,-0.5,?,-5%,-5%
CCc1cccc(NC(=O)CN(C)S(=O)(=O)c2cccc3nsnc23)c1,-6%,2,1%,-18%,-1%,-1.7,?,2%,-21%

# Not all compounds are listed (hit frequency here may not be typical).
